Assay outcomes: PubChem, National Center for Advancing Translational Sciences (NCATS)
Tau fibril ThT = blocks human tau fibril formation measured by thioflavin T | P10636 | recombinant tau K18 P301L, heparin-induced fibrillization, ThT fluorescence | Potency, µM (doses to about 57.4 µM), for inactives: top-dose activity, negative = inhibition, hits mostly inhibitors | hit rate 2.1% among 270,000 | AID 1460; further: nearly all actives have a fitted effect of over 55% in size
Target sequence (P10636 561-689 P618L limits assumed): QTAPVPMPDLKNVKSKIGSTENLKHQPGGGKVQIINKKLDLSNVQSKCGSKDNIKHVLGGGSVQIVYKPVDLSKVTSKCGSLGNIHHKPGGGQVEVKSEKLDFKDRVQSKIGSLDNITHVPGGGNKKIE
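Using a mix of unlabeled (15 uM) and Alexa 594-labeled (0.24 uM) tau K18 P301L, heparin-triggered fibrillization over 6 hr at 37 C was scored by ThT fluorescence.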
JMJD2E inh = inhibitors of human JMJD2E histone demethylase; B2RXH2; JMJD2E catalytic domain, FDH-coupled NADH fluorescence (FDH is formaldehyde dehydrogenase); Potency, µM (highest dose often 57.1 µM), for inactives: at the top dose activity change, negative = inhibition, most hits filed as inhibitors; hit rate 1.6% among 230,000; active means well fitted inhibition curve with a large enough effect, not every such curve was filed as active; inconclusive means small, poorly fitted or top-dose-only effect, or another doubt; inactive means no such curve, though single readings can be large or run the other way;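 further: 0% = wells with enzyme and -100% = buffer wells without enzyme; nearly all actives have a fitted effect of over 50% in size; many of its hits are not listed in these tables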
RECQ1 inh = inhibitors of human RECQ1 DNA helicase; P46063; RECQ1 DNA unwinding, red fluorescence kinetic read; Potency, µM (top dose mostly 57.3 µM), inactives show at the highest dose activity, negative = inhibition, most hits filed as inhibitors; hit rate 0.54% among 240,000; AID 2549;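 further: plate controls were vehicle for no effect and no enzyme for full effect; nearly all actives have a fitted effect of over 30% in size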
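RECQ1T1 50 nM; forked duplex (20 bp + 30-nt ss tails) 200 nM, ATP 2 mM final; pH 8.0, 2 mM MgCl2, 2.5 ug/ml poly(dI-dC); 15 min compound preincubation; discontinuous kinetic read over 2 h at RT.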
TRb SRC2 PPI = disrupts binding of human TR beta to SRC2. P10828. TRbeta-SRC2 peptide binding, fluorescence polarization; receptor liganded with 1 µM T3. Potency, µM (highest dose often 106 µM), without a hit: top-dose activity change, negative = inhibition, actives largely listed as inhibitors. hit rate 0.065% among 280,000. AID 1469;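 further: plate controls were bound peptide for no effect and peptide without receptor for full effect; nearly all actives have a fitted effect of over 50% in size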
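Decrease in fluorescence polarization of 20 nM Texas Red SRC2 coactivator peptide flagged inhibition of its binding to 0.6 uM TRb LBD; 1 uM T3 included, incubation 5 hr, ex 555/em 632 nm.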
TexasRed fluor = alters Texas Red total fluorescence, flagging assay interference; TRb/SRC2 Texas Red total fluorescence interference; Potency, µM (highest dose often 106 µM), for inactives: at the top dose fluorescence change, negative = quenching; hit rate 0.29% among 280,000; AID 1479; active means well fitted curve in either direction with a large enough effect; inconclusive means small, poorly fitted or top-dose-only effect
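Human TRb ligand-binding domain at 0.6 uM with 20 nM Texas Red SRC2 peptide in Tris buffer containing 1 uM T3 and 5% DMSO, incubated with compound 5 h at ambient temperature. Total fluorescence (555/632 nm) calculated as parallel + 2 × perpendicular.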
L3MBTL1 inh = L3MBTL1 (human) inhibition; AlphaScreen L3MBTL1–H3K9me1 peptide binding; Potency, µM (top dose mostly 57.1 µM), inactives show at the highest dose activity, negative = inhibition, usual class: inhibitors; AID 485360; Q9Y468; hit rate 0.66% among 230,000; further: nearly all actives have a fitted effect of over 60% in size
Target sequence (Q9Y468 whole entry, looked up): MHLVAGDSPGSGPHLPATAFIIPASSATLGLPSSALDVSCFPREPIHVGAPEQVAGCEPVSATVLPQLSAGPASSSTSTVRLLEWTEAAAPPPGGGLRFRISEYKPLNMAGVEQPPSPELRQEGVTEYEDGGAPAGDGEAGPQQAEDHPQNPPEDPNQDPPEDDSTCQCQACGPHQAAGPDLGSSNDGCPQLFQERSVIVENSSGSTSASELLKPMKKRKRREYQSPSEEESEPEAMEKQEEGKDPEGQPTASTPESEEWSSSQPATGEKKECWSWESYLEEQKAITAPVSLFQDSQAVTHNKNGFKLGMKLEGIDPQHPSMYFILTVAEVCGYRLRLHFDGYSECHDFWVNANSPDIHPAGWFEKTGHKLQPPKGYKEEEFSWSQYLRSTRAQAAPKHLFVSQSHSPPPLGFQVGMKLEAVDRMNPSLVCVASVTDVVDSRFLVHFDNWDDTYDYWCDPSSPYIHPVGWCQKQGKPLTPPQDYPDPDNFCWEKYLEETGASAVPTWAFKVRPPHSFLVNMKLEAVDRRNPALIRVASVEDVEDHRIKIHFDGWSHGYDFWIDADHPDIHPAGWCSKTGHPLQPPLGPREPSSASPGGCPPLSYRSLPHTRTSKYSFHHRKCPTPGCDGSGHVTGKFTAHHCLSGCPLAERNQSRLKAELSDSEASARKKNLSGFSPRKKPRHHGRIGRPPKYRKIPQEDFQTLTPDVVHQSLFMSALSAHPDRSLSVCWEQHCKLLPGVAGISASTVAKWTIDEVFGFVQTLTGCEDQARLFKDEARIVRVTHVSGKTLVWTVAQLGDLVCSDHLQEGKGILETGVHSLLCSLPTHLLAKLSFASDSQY
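AlphaScreen assay: L3MBTL1 (50 nM final) was preincubated 30 min at room temperature with biotinylated H3(1-15)K9me1 peptide (75 nM final), then 30 min with library compounds; streptavidin donor and nickel chelate acceptor beads (10 ug/mL final) added, 30 min dark.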
RGS12 GoLoco inh = inhibitors of human Gai1-RGS12 GoLoco interaction (red fluorophore); Potency, µM (highest dose often 61.6 µM), inactives show at the top dose activity, negative = inhibition, most hits filed as inhibitors; hit rate 0.44% among 230,000; Gai1:RGS12 GoLoco peptide FP, rhodamine, 10 min; active means well fitted inhibition curve with a large enough effect, not every such curve was filed as active; inactive means no such curve, though single readings can be large or run the other way; further: nearly all actives have a fitted effect of over 30% in size; many of its hits are not listed in these tables
Tau FP inhib = blocks human tau fibril formation measured by polarization; Potency, µM (top dose mostly 57.7 µM), without a hit: at the top dose activity, negative = inhibition, hits mostly inhibitors; P10636; K18 P301L tau heparin fibrillization, Alexa594 FP, 6 h; AID 1468; hit rate 0.39% among 280,000; further: nearly all actives have a fitted effect of over 55% in size
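K18 P301L tau (15 uM unlabeled/0.24 uM Alexa 594-labeled, final) + compound + heparin 20 uM final; 100 mM NaOAc pH 7; 6 hr 37 C; ThT 30 uM final added, 1 hr RT; FP ex 555/em 632 nm.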
Active calls of the source: *; & = joins results of further samples; [ ] = remark or other dose. Unless noted, the call rests on the fitted dose curve; in most records, active means well fitted curve in the direction sought with a large enough effect; inconclusive means small, poorly fitted or top-dose-only effect, or another doubt; inactive means no such curve, though single readings can be large; an effect the other way counts as inactive or inconclusive. Unless noted, on the % scale 0 is the no-effect control and ±100 the full control effect; potency means the concentration at half of the fitted maximal effect.

Screening Cc1ccc(NC(=O)CCn2c(=O)oc3ccccc32)cc1 returned Tau fibril ThT 6%, JMJD2E inh 10%, RECQ1 inh -8%, TRb SRC2 PPI -23%, TexasRed fluor 2%, L3MBTL1 inh 47%[activator], RGS12 GoLoco inh 4% and Tau FP inhib -6%.
CC1CCc2nn(CC(=O)NCCC3=CCCCC3)cc2C1 (stereo unspecified) was read as Tau fibril ThT -14%, JMJD2E inh -2%, RECQ1 inh -14%, TRb SRC2 PPI -1%, TexasRed fluor 1%, L3MBTL1 inh 11%, RGS12 GoLoco inh 5% and Tau FP inhib 7%.
CCCCCCCCOc1ccc(C(=O)O)cc1 was read as RECQ1 inh -10%, TRb SRC2 PPI -6%, TexasRed fluor 0%, L3MBTL1 inh -12% and RGS12 GoLoco inh 5%.
For O=S(=O)(NCc1ccc2c(c1)OCO2)c1cccc2cccnc12 the results were Tau fibril ThT -3%, JMJD2E inh -10%, RECQ1 inh 10%, TRb SRC2 PPI -2%, TexasRed fluor -8%, L3MBTL1 inh 22%, RGS12 GoLoco inh -10% and Tau FP inhib 3%.
`COc1ccc(Br)cc1S(=O)(=O)N1CCOCC1` gave Tau fibril ThT -1%, JMJD2E inh 9%, RECQ1 inh -3%, TRb SRC2 PPI -8%, TexasRed fluor 0%, L3MBTL1 inh 13%, RGS12 GoLoco inh -6% and Tau FP inhib 0%.
COc1ccc2oc(=O)c(C(=O)Nc3cccc(C)c3)cc2c1 was read as Tau fibril ThT inconclusive, JMJD2E inh -10%, RECQ1 inh inactive, TRb SRC2 PPI 5%, TexasRed fluor -1%, L3MBTL1 inh -6%, RGS12 GoLoco inh 4% and Tau FP inhib 1%.
Cc1cccc(NC(=S)NCCC(c2ccccc2)c2ccccc2)c1 was read as Tau fibril ThT 6%, JMJD2E inh 2%, RECQ1 inh -14%, TRb SRC2 PPI 1%, TexasRed fluor 1%, L3MBTL1 inh -1%, RGS12 GoLoco inh 9% and Tau FP inhib inconclusive.
Screening O=C(COC(=O)c1ccc2c(c1)OCO2)NC1CCS(=O)(=O)C1 (stereo unspecified) returned Tau fibril ThT 0%, JMJD2E inh 0%, RECQ1 inh -12%, TRb SRC2 PPI -11%, TexasRed fluor 1%, L3MBTL1 inh 1%, RGS12 GoLoco inh 7% and Tau FP inhib -5%.
Screening O=C(/C=C/c1cccc(Cl)c1)NCc1ccccc1 returned Tau fibril ThT -5%, JMJD2E inh -6%, RECQ1 inh -4%, TRb SRC2 PPI -2%, TexasRed fluor -5%, L3MBTL1 inh 11%, RGS12 GoLoco inh 4% and Tau FP inhib -5%.
`COC1=C(C)C(O)=C(C(=O)/C=C/c2ccccc2)C(=O)C1(C)C` gave Tau fibril ThT inconclusive, JMJD2E inh -22%, RECQ1 inh inactive, TRb SRC2 PPI 2%, TexasRed fluor -1%, RGS12 GoLoco inh -3% and Tau FP inhib -1%.
For O=C(CCSc1ccccc1)NC(=O)COC(=O)c1ccc(OC(F)F)cc1 the results were Tau fibril ThT -18%, JMJD2E inh 2%, RECQ1 inh -9%, TRb SRC2 PPI -3%, TexasRed fluor 3%, L3MBTL1 inh 6% and Tau FP inhib -19%.
For Cc1c(Cl)c([N+](=O)[O-])nn1Cc1ccc(C(=O)NN)o1 the results were JMJD2E inh 10%, RECQ1 inh 5%, TRb SRC2 PPI -9%, TexasRed fluor -2%, RGS12 GoLoco inh 1% and Tau FP inhib 4%[0.0958 µM].

The closing 2 entries of the part before are carried over, then new ones follow.
For O=C(CCSc1ccccc1)NC(=O)COC(=O)c1ccc(OC(F)F)cc1 the results were Tau fibril ThT -18%, JMJD2E inh 2%, RECQ1 inh -9%, TRb SRC2 PPI -3%, TexasRed fluor 3%, L3MBTL1 inh 6% and Tau FP inhib -19%.
For Cc1c(Cl)c([N+](=O)[O-])nn1Cc1ccc(C(=O)NN)o1 the results were JMJD2E inh 10%, RECQ1 inh 5%, TRb SRC2 PPI -9%, TexasRed fluor -2%, RGS12 GoLoco inh 1% and Tau FP inhib 4%[0.0958 µM].
For CCOC(=O)c1c(C)[nH]c(C(=O)CN2C(=O)NC3(CCCC3)C2=O)c1C the results were Tau fibril ThT -9%, JMJD2E inh 2%, RECQ1 inh -11%, TRb SRC2 PPI -5%, TexasRed fluor -1%, L3MBTL1 inh 3%, RGS12 GoLoco inh 4% and Tau FP inhib -2%.
c1cn2c(NC3CCCC3)c(-c3ccc(N4CCOCC4)cc3)nc2cn1 was read as Tau fibril ThT inconclusive, JMJD2E inh inconclusive, RECQ1 inh -7%, TRb SRC2 PPI -1%, TexasRed fluor -4%, L3MBTL1 inh 4%, RGS12 GoLoco inh 9% and Tau FP inhib 10%.
Screening CCCc1cc(=O)[nH]c(SCc2cc(=O)oc3c(C)c(C)ccc23)n1 returned Tau fibril ThT -15%, JMJD2E inh 5%, RECQ1 inh -9%, TRb SRC2 PPI 7%, TexasRed fluor 0%, L3MBTL1 inh 5%, RGS12 GoLoco inh 3% and Tau FP inhib -3%.
`COc1ccc(OCC(=O)Nc2ncc3c(n2)CC(C)(C)CC3=O)cc1` gave Tau fibril ThT -9%, JMJD2E inh 4%, RECQ1 inh inactive, TRb SRC2 PPI -3%, TexasRed fluor 2%, L3MBTL1 inh -4%, RGS12 GoLoco inh 0% and Tau FP inhib 8%.
Screening COc1ccc(NC(=O)C(NS(=O)(=O)c2cccc3nsnc23)c2ccccc2)cc1 (stereo unspecified) returned Tau fibril ThT -10%, TRb SRC2 PPI -2%, TexasRed fluor 0% and Tau FP inhib -4%.
Cc1ccc2nc(SCC(=O)N3CCN(C(=O)c4ccco4)CC3)[nH]c2c1 was read as Tau fibril ThT 5%, JMJD2E inh -6%, RECQ1 inh -4%, TRb SRC2 PPI -8%, TexasRed fluor 5%, L3MBTL1 inh 3%, RGS12 GoLoco inh -2% and Tau FP inhib 2%.
For O=C(Nc1cccc(-c2csc(Nc3ccc(Cl)cc3)n2)c1)c1ccccc1 the results were Tau fibril ThT 14µM*, JMJD2E inh -1%, RECQ1 inh -3%, TRb SRC2 PPI 2%, TexasRed fluor -2%, RGS12 GoLoco inh 12% and Tau FP inhib -12%.
`CC(=O)Nc1ccc(CN2CCN(CCC(C)C)C(CCO)C2)cc1` (stereo unspecified) gave Tau fibril ThT -3%, JMJD2E inh 7%, RECQ1 inh inactive, TRb SRC2 PPI 6%, TexasRed fluor 0%, L3MBTL1 inh 1%, RGS12 GoLoco inh -6% and Tau FP inhib -1%.
For FC(F)(F)c1cccc(N2CCN(CC3CC=CCC3)CC2)c1 (stereo unspecified) the results were Tau fibril ThT -14%, JMJD2E inh 6%, RECQ1 inh 7%, TRb SRC2 PPI -1%, TexasRed fluor 1%, RGS12 GoLoco inh 0% and Tau FP inhib -2%.
`COC(=O)c1ccc(OC(=O)CCN2c3ccccc3Sc3ccccc32)cc1` gave Tau fibril ThT inconclusive, JMJD2E inh -8%, RECQ1 inh -9%, TRb SRC2 PPI 1%, TexasRed fluor 10%, L3MBTL1 inh -11%, RGS12 GoLoco inh 4% and Tau FP inhib 4%.
For COc1ccccc1CNC(=O)C1CC(c2ccccc2[N+](=O)[O-])=NO1 (stereo unspecified) the results were Tau fibril ThT 2%, JMJD2E inh 3%, RECQ1 inh -3%, TRb SRC2 PPI -4%, TexasRed fluor -1%, L3MBTL1 inh -1%, RGS12 GoLoco inh 8% and Tau FP inhib 5%.
For CC(=O)Nc1ccc(S(=O)(=O)NCC(=O)NCCc2ccc(S(N)(=O)=O)cc2)cc1 the results were Tau fibril ThT 11%, JMJD2E inh -24%, RECQ1 inh -4%, TRb SRC2 PPI 1%, TexasRed fluor -1%, L3MBTL1 inh -2%, RGS12 GoLoco inh 5% and Tau FP inhib -4%.
CN(C)C=NC(=O)/C(C#N)=C/c1ccccc1 was read as Tau fibril ThT -7%, JMJD2E inh -15%, RECQ1 inh 4%, TRb SRC2 PPI 6%, TexasRed fluor 0%, L3MBTL1 inh 15%, RGS12 GoLoco inh 26% and Tau FP inhib -4%.
Screening Cc1cc(C(=O)N2CCCC(C(=O)c3cccc(C(F)(F)F)c3)C2)nc(C)n1 (stereo unspecified) returned Tau fibril ThT -2%, JMJD2E inh -9%, RECQ1 inh inactive, TRb SRC2 PPI -1%, TexasRed fluor 0%, L3MBTL1 inh 0%, RGS12 GoLoco inh 13% and Tau FP inhib 3%.
CCOc1ccc(S(=O)(=O)NN=C2CCN(C(C)=O)CC2)cc1 was read as Tau fibril ThT -13%, JMJD2E inh -4%, RECQ1 inh inactive, TRb SRC2 PPI 3%, TexasRed fluor 1%, RGS12 GoLoco inh 7% and Tau FP inhib -10%.
`CCSc1nnc(NC(=O)COc2cccc3ccccc23)s1` gave Tau fibril ThT 1%, JMJD2E inh 1%, RECQ1 inh -4%, TRb SRC2 PPI -3%, TexasRed fluor 0%, RGS12 GoLoco inh 10% and Tau FP inhib -2%.
For CN(C)C(C)(C)C#CCC(c1ccccc1)c1ccccc1 the results were Tau fibril ThT 2%, JMJD2E inh inconclusive, RECQ1 inh -5%, TRb SRC2 PPI -2%, TexasRed fluor inconclusive, L3MBTL1 inh -15%, RGS12 GoLoco inh 1% and Tau FP inhib 5%.
For CCn1cc(C(=O)NCCc2ccc(Cl)cc2)c(=O)c2cc(S(=O)(=O)N3CCC(C)CC3)ccc21 the results were Tau fibril ThT -4%, TRb SRC2 PPI -5%, TexasRed fluor -1% and Tau FP inhib -5%.
CCOc1ccc(NC(=O)C2(c3cccs3)CCOCC2)cc1 was read as Tau fibril ThT 2%, TRb SRC2 PPI -7%, TexasRed fluor -1% and Tau FP inhib -6%.
Screening O=C(CCCCCNC(=O)c1ccccc1)N/N=C/c1ccc(F)cc1 returned Tau fibril ThT -5%, JMJD2E inh 4%, RECQ1 inh -19%, TRb SRC2 PPI -5%, TexasRed fluor -4%, L3MBTL1 inh -1%, RGS12 GoLoco inh -5% and Tau FP inhib 0%.
`O=C(O)c1cc(-c2ccco2)nc2ccccc12` gave Tau fibril ThT -14%&-13%, JMJD2E inh inconclusive, RECQ1 inh -25%, TRb SRC2 PPI 1%&-8%, TexasRed fluor -5%&-2%, L3MBTL1 inh 22µM*, RGS12 GoLoco inh -25%&-4% and Tau FP inhib -4%&-11%.

The list is partial, so the mix of outcomes need not match the whole.
